Source: PubChem BioAssay (The Scripps Research Institute Molecular Screening Center)
PAD4 FP inh: blocks human protein arginine deiminase 4; Q9UM07; recombinant PAD4, RCA probe fluorescence polarization; inhibition, % at 6.36 µM; actives 0.41% (n = 330,000); AID 485272;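 active means percent inhibition above a cutoff equal to the mean of all tested compounds plus 3 SD, cut at about 15% in these data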;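 further: 0% = PAD4 with RCA probe and DMSO and 100% = probe without PAD4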
LYPLA2 inh: LYPLA2 (human) inhibition in PME1 counter-screen | inhibition, % at 5.9 µM | actives 0.38% (n = 320,000) | AID 2177 | recombinant LYPLA2, FP-Rh probe fluorescence polarization;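 active means inhibition above the screen-wide mean plus 3 SD, limit set per campaign, cut at about 26% in these data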;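 further: 0% = LYPLA2 with DMSO and 100% = wells lacking LYPLA2 enzyme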
Target sequence (O95372 whole entry, looked up): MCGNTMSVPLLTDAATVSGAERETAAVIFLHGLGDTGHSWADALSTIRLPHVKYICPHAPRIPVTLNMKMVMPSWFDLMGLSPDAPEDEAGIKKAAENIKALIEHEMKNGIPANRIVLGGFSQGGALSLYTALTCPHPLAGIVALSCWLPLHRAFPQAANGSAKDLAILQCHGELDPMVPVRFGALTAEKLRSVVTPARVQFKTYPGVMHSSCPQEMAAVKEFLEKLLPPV
PAFAH1B3 FP inh: blocks human PAF acetylhydrolase 1B catalytic subunit 3 | Q15102 | recombinant PAFAH1B3, FP-rhodamine probe, fluorescence polarization | inhibition, % at 3.39 µM | actives 0.28% (n = 340,000) | AID 492972;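 active means inhibition above the screen-wide average of all tested compounds plus 3 SD, cut at about 25% in these data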;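 further: 0% = enzyme with DMSO only and 100% = wells lacking PAFAH1B3 protein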
Target sequence (Q15102 whole entry, looked up): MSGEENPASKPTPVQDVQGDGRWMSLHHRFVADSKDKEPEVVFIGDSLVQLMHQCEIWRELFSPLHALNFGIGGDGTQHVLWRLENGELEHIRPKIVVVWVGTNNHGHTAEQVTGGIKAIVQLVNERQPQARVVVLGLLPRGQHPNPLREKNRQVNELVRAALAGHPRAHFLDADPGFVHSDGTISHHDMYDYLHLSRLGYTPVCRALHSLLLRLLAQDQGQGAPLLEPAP
PREPL inh: inhibitors of human prolyl oligopeptidase-like enzyme PREPL | recombinant PREPL, fluorescence polarization activity-based probe | inhibition, % at 5.96 µM | AID 2751 | actives 0.68% (n = 320,000) | Q4J6C6; in the data active means inhibition above about 43%;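 further: 0% = enzyme with DMSO and 100% = wells lacking enzyme; many of its hits are not listed in these tables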
ZTA DNA inh: ZTA (EBV) inhibition in EBNA-1 counter-screen. P03206. inhibition, % at 11 µM. ZTA-DNA binding, fluorescence polarization. actives 0.15% (n = 320,000). AID 2234; in the data active means inhibition above about 33%
Target sequence (P03206 whole entry, looked up): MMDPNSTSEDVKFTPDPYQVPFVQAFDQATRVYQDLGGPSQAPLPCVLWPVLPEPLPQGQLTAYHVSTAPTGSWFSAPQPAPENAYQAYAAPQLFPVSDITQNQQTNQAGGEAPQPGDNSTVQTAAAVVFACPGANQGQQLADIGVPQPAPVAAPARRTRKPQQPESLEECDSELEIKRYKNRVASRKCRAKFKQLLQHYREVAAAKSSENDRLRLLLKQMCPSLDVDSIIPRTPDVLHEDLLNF
LYPLA1 inh: LYPLA1 (human) inhibition in PME1 counter-screen; O75608; recombinant LYPLA1, FP-Rh probe fluorescence polarization; inhibition, % at 5.9 µM; actives 0.16% (n = 320,000);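 active means inhibition above the mean of all tested compounds plus 3 SD, set per campaign, cut at about 14% in these data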;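 further: inhibitors block serine hydrolase probe labeling of LYPLA1 so polarization falls; 0% = enzyme with DMSO and 100% = wells lacking LYPLA1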
Target sequence (O75608 whole entry, looked up): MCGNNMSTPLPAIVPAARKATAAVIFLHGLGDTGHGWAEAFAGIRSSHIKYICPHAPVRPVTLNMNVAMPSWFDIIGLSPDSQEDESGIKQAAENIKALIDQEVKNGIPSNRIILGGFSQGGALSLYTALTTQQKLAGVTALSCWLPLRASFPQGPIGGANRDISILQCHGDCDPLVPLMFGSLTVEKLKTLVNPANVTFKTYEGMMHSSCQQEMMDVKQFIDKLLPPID
PAFAH2 inh: inhibitors of human PAFAH2. recombinant PAFAH2, FP-rhodamine activity probe, fluorescence polarization. inhibition, % at 3.39 µM. actives 0.99% (n = 340,000);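 active means inhibition above the mean over all tested compounds plus 3 SD, cut at about 30% in these data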;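 further: inhibitors block probe labeling of enzyme so polarization drops; 0% = enzyme with DMSO and 100% = wells lacking PAFAH2 protein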
GSTO1 inh: blocks human GSTO1 in RBBP9 counter-screen. recombinant GSTO1, activity-based probe fluorescence polarization. P78417. inhibition, % at 5.96 µM. actives 1.1% (n = 300,000);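 active means inhibition above the campaign mean inhibition plus 3 SD, cut at about 35% in these data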;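 further: 0% = GSTO1-1 with DMSO and 100% = wells lacking GSTO1-1 enzyme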
EBNA-1 inhibitor: blocks EBNA-1 binding to DNA | EBNA-1 DNA binding, fluorescence polarization | inhibition, % at 14.8 µM | actives 0.34% (n = 300,000) | AID 1950; in the data active means inhibition above about 28%
Starred values were filed as active, the others as inactive; nt = no result given; & = joins results of further samples. Only part of the results is shown (hit frequency here may not be typical).

#	Structure	PAD4 FP inh	LYPLA2 inh	PAFAH1B3 FP inh	PREPL inh	ZTA DNA inh	LYPLA1 inh	PAFAH2 inh	GSTO1 inh	EBNA-1 inhibitor
1	O=C(CN(c1ccc(F)cc1)S(=O)(=O)c1ccc2c(c1)OCCO2)NCC1CCCO1 (stereo not drawn)	2	6	3	2	2	1	-11	2	-5
2	CC(=O)c1cccc(NC(=O)CCC(=O)Oc2ccc(C)cc2)c1	-1	-4	9	2	0	-3	6	-3	-9
3	Cc1ccc(Nc2nnc(-c3ccncc3)s2)c(Br)c1	-1	7	2	9	-6	0	5	-8	-2
4	O=C(NCc1ccc(Cl)cc1)c1cc(-c2ccco2)on1	0	-1	2	-3	0	-2	-1	11	0
5	Cn1c(N)c(C(=O)COC(=O)c2ncc(Cl)c(Cl)c2Cl)c(=O)n(C)c1=O	-2	-2	4	-17	10	-3	10	-144	8
6	CN(C)c1nc(Nc2ccc(F)cc2)nc(Oc2ccc(F)cc2)n1	-6	-4	4	-6	-9	-5	-4	-8	14
7	Cn1[nH]c(C(F)(F)F)cc1=O	5	-2	3	-1	-5	-5	1	1	1
8	Cc1cccc(C(=O)N(Cc2nc3ccccc3c(=O)[nH]2)C2CCCC2)c1	2	-1	-1	-31	1	1	6	-4	5
9	Cc1cc(NC(=O)C(C)SCC(=O)N(C)CC(=O)Nc2ccc(Br)cc2C)no1 (stereo not drawn)	0	-1	-6	0	2	1	4	4	9
10	CCN(CC)C(=O)Cn1cc(C(=O)C(=O)NCCc2ccc(S(N)(=O)=O)cc2)c2ccccc21	-4	-5	10	-8	-9	-4	-12	3	-3
11	COc1ccc(C(=O)Nc2ccc(S(=O)(=O)N3CCc4ccccc43)cc2)cc1	-1	-65	-53	-3	3	-38	-63	-29	1
12	CCOC(=O)N/N=C/c1ccc(OC)c(O)c1	1	2	7	3	-1	-3	5	6	3
13	CCCCCCCN1CCN=C1Nc1ccccc1	-3	-3	0	8	-1	-1	-1	5	11
14	Cc1ccc(-n2c(N)c(C(=O)N3CCOCC3)sc2=S)c(C)c1	0	7	1	-5	9	2	6	3	-5
15	Cc1ccccc1NC(=O)COC(=O)Cc1ccsc1	-6	2	2	6	-13	1	9	17	7
16	CCOC(=O)c1cnc(SCC(=O)Nc2ccc(NC(C)=O)c(OC)c2)nc1N	0	6	-1	4	3	1	-2	3	11
17	COc1ccc(S(=O)(=O)N(C)C[C@H]2Oc3c(NC(=O)c4ccncc4)cccc3C(=O)N([C@H](C)CO)C[C@@H]2C)cc1	1	nt	-1	2	nt	nt	6	nt	nt
18	CCCn1c(NC(=O)c2ccc(F)cc2)nc2ccccc21	-4	-1	7	-1	2	0	8	-16	3
19	CCN(CC)S(=O)(=O)c1cccc(C(=O)N[C@H](C(=O)NCc2ccccc2F)C(C)C)c1	1	4	11	5	11	-1	4	2	-8
20	CC(=O)Nc1ccc(NC(=O)C(C)OC(=O)CSc2ccc(Br)cc2C)cc1 (stereo not drawn)	0	-8	-4	-5	-5	-7	10	5	5
21	COc1ccccc1NC(=O)COC(=O)C1=NN(c2ccccc2)C(=O)CC1	-6	nt	3	20	nt	nt	5	nt	nt
22	O=C(CCNC(=O)c1ccco1)NCCc1c[nH]c2ccccc12	3	nt	5	18	nt	nt	2	nt	nt
23	COCCn1c(SCC(=O)Nc2cccnc2Cl)nc2ccccc2c1=O	8	7	2	7	0	6	-17	nt	nt
24	Cc1nnc(NC(=O)C2CC(=O)N(c3ccc4c(c3)OCCO4)C2)s1 (stereo not drawn)	-3	-1	2	6	3	1	6	nt	nt
25	O=C(N=C1N=C2C=CC=CN2Cc2ccccc21)c1ccc(S(=O)(=O)N2CCOCC2)cc1	-8	-4	7	-3	-4	-1	6	-2	-10
26	COC(=O)[C@H](C)NC(=O)c1cc2c(cn1)[nH]c1ccccc12	1	8	4	-3	7	-1	-6	3	-5
27	CCc1ccc(OCC(O)CN2CCN(c3ccccc3)CC2)cc1 (stereo not drawn)	-4	6	10&-9	-2	6	3	2&6	-3	-1
28	Cc1c(C(=O)N2CCCCCC2)oc2ccccc12	-2	4	6	2	4	1	1	-6	4
29	CCCn1c(O)c(N=NC(=O)CNC(=O)c2ccncc2)c2ccccc21	-1	-3	1	6	8	-2	0	6	2
30	CCCn1c(SCC(=O)c2c[nH]c3ccccc23)nnc1-c1ccncc1	3	7	10	44*	-7	-7	-7	-4	7
31	COc1ccccc1CNC(=O)CCC(=O)n1ncc2cc(C)ccc21	-4	0	1	10	1	-2	6	8	-9
32	CCOc1ccc(C2c3c(oc4cc(C)c(C)cc4c3=O)C(=O)N2CCCN(C)C)cc1OC (stereo not drawn)	-1	-4	-10	10	-8	-2	-3	-4	-9
33	Cc1cc(NC(=O)c2ccc([N+](=O)[O-])cc2Cl)no1	-3	-4	-7	-5	10	-3	-8	-4	18
34	O=C(Nc1nc(SCc2ccc(F)cc2)ns1)c1ccco1	1	-5	18	-8	9	-1	1	-37	-11
35	Cc1oc2cc3oc(=O)c(CCC(=O)NCCCn4ccnc4)c(C)c3cc2c1C	1	5	10	32	-4	2	2	-1	0
36	COc1ccc(S(=O)(=O)N(CC(=O)NCc2ccccn2)c2ccc(Cl)cc2)cc1	-1	-3	10	-17	-11	-4	-4	1	-8
37	Cn1ncc2c(NNC(=O)Cc3ccccc3)ncnc21	1	-4	-1	-7	2	-1	8	2	8
38	COc1ccc(/C=C/C(=O)NCC(=O)N=Nc2c(O)[nH]c3ccc([N+](=O)[O-])cc23)cc1	10	-2	-25	12	3	-3	-31	31	-2
39	CCOC(=O)c1cc(-c2cccnc2)nn1-c1ccccc1	0	-6	18	-3	3	1	1	7	-8
40	Cc1ccc(C)c(Cn2c(CN(C)Cc3ccccc3)nc3c2c(=O)n(C)c(=O)n3C)c1	-3	1	-4	8	3	-2	-15	11	1
41	C/C(CC(=O)NC(C)c1ccccc1)=N\NC(N)=S (stereo not drawn)	4	-2	7	-14	4	-1	9	6	11
42	COCCCn1cnc2oc3nc4ccccc4nc3c2c1=O	-3	-3	0	9	-4	-4	-5	13	-5
43	COc1ccc(C(=O)NCCS(=O)(=O)NCc2ccc3c(c2)OCO3)cc1	6	5	3	-13	12	0	11	1	4
44	CCN(c1ccc(NC(=O)CSc2nnc3nc(C)cc(C)n23)cc1)C(C)C	-3	5	4	14	-33	-4	4	1	-8
45	O=C(NCCCN1CCOCC1)c1ccc2c(=O)n(-c3ccc(F)c(Cl)c3)c(=S)[nH]c2c1	1	-9	-5	-13	12	-6	2	2	-4
46	CCSc1nnc(-c2ccccc2N=Cc2c(C)[nH]n(-c3ccccc3)c2=O)c(=O)[nH]1	-7	-6	-3	10	5	-1	-2	8	-7
47	O=C(N1CCC(n2nc(-c3ccccc3)oc2=O)CC1)C1(c2ccccc2)CC1	2	6	-7	13	4	1	-5	-3	-6
48	COc1ccc(-n2c(SCC(=O)O)nnc2-c2ccc(NC(=O)c3ccccc3)cc2)cc1	-1	3	3	0	-8	0	-7	1	-3
49	Cc1cccc(C)c1OCC(O)CNC(C)C (stereo not drawn)	-4	3	-2	2	-17	1	-3	4	-5
50	COc1ccc(OC)c(CNCc2ccc3c(c2)OCO3)c1	0	-2	3	8	10	1	2	7	12

Random excerpt: 2 records from the list
#	Structure	PAD4 FP inh	LYPLA2 inh	PAFAH1B3 FP inh	PREPL inh	ZTA DNA inh	LYPLA1 inh	PAFAH2 inh	GSTO1 inh	EBNA-1 inhibitor
43	COc1ccc(C(=O)NCCS(=O)(=O)NCc2ccc3c(c2)OCO3)cc1	6	5	3	-13	12	0	11	1	4
39	CCOC(=O)c1cc(-c2cccnc2)nn1-c1ccccc1	0	-6	18	-3	3	1	1	7	-8

(next part)
#	Structure	PAD4 FP inh	LYPLA2 inh	PAFAH1B3 FP inh	PREPL inh	ZTA DNA inh	LYPLA1 inh	PAFAH2 inh	GSTO1 inh	EBNA-1 inhibitor
51	O=C(Nc1cccc([N+](=O)[O-])c1)Nc1cccc([N+](=O)[O-])c1	0	-25	-7	28	-25	-21	-5	-7	10
52	CCc1n[nH]c2c1/C(=N\O)CC(c1ccccc1)C2 (stereo not drawn)	-3	-3	6	0	1	-2	0	3	5
53	COc1cc(/C=C/c2nc3ccccc3s2)cc(OC)c1O	1	-3	4	15	-15	4	0	-169	-5
54	COc1ccccc1C(=O)C1CCCN(Cc2cn[nH]c2C2CCCCC2)C1 (stereo not drawn)	-1	-5	-11	4	-10	-2	-2	-11	7
55	Cc1ccc(NC(=O)COS(=O)c2ccc(C)cc2)cc1 (stereo not drawn)	2	3	5	-69	-25	5	-1	6	-3
56	COc1ccc(NC(=O)CN(C)C(=O)c2cn(-c3ccccc3)nc2-c2cccs2)cc1	0	-8	-2	-31	0	-6	4	-4	2
57	Cc1ccc(CN(CC(=O)N/N=C/c2ccccc2[N+](=O)[O-])S(=O)(=O)c2ccc(C)cc2)cc1	-2	-24	-2	-21	4	-13	-5	-17	-17
58	O=c1[nH]c2ccccc2n2c(-c3ccccc3)nnc12	-11	9	-1	12	-25	2	10	69*	-5
59	C=CCNc1nc(N)c(C(=O)c2ccc3c(c2)OCO3)s1	-4	4	2	12	2	3	-5	-2	-4
60	CC(=O)NC(CC(=O)NCCCn1ccc2ccccc21)c1ccccc1 (stereo not drawn)	-2	-3	8	0	13	0	3	3	3
61	Cc1ccc(N2CC(C(=O)Nc3ccccc3C(=O)NC3CCCCC3)CC2=O)cc1 (stereo not drawn)	-5	4	5	-6	-1	1	-4	2	-8
62	CCc1ccccc1NC(=O)Nc1cc(F)ccc1F	-2	-1	7	3	-3	-7	2	3	8
63	O=C(CCc1ccccc1)NNC(=O)c1ccccn1	0	-1	13	-5	5	3	-3	12	4
64	CC(=O)Nc1ccc2c(c1)CCCN2C(=O)c1ccccc1	4	-3	3	6	20	-1	5	8	0
65	COC(=O)[C@H](C)NC(=O)Nc1ccc(S(N)(=O)=O)cc1	-29	1	-1	9	-5	3	3	-3	4
66	CSc1nc(N)nc(C2CC2)n1	-2	-4	-2	-1	3	-2	0	-3	-5
